# Screening results as filed in PubChem.
# Cy5 interf NS3h: counter-screen for HCV NS3 helicase inhibitors: fluorescence interference. Cy5-dT15 DNA with NS3h; actives lie on both sides; signal over control mean, under 1 quenches. fluorescence interference ratio at 100 µM. 6% of 16,000 active;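 active = compound fluorescence over control fluorescence at most 0.8, a quencher, or at least a set upper limit, an enhancer; inactive = ratio between 0.8 and the set upper limit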
# NS3h inh CB: blocks HCV NS3 helicase binding to DNA; inhibition, % at 100 µM; 1.6% of 16,000 active; NS3h Cy5-dT15 DNA binding, fluorescence polarization; AID 687043;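 active = inhibition above the average over every tested compound plus 3 SD, cut at about 40% in these data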
# Active calls of the source: *.
1	COc1ccc(C2C(=C(O)c3ccc(F)cc3)C(=O)C(=O)N2c2ccccn2)cc1OC (stereo not given)
2	Clc1ccccc1-c1nc2ccccc2c2nc3ccccc3n12
3	O=C1C(Cl)=C(NC(=O)c2ccccc2)C(=O)C(Cl)=C1NC(=O)c1ccccc1
4	Cc1ccc(N2C(=O)CC(N3CCN(c4ccccn4)CC3)C2=O)cc1 (stereo not given)
5	O=C(c1ccc(F)cc1)N(C1CCCCC1)C1CCCCC1
6	COc1cc(C(=O)NC(NC(=S)Nc2ccccc2C)C(Cl)(Cl)Cl)cc(OC)c1OC (stereo not given)
7	O=C(/C=C/c1cn(-c2ccccc2)nc1-c1ccccc1)c1ccccc1
8	COC(=O)c1cc(C(=O)Nc2ccc(C)cn2)cc([N+](=O)[O-])c1
9	COC(=O)C1CN(S(=O)(=O)c2ccccc2)CCN1S(=O)(=O)c1ccccc1 (stereo not given)
10	COCCOC(=O)c1c(C)oc2ccc(OC(=O)c3ccc([N+](=O)[O-])o3)cc12
Screen / compound no.	1	2	3	4	5	6	7	8	9	10
Cy5 interf NS3h	0.97	0.99	0.87	1	0.93	0.9	0.93	0.96	1.2	0.95
NS3h inh CB	-4	-3	8	4	8	8	15	-8	13	23

11	CCCOC(=O)Nc1ccc(S(=O)(=O)Nc2ncccn2)cc1
12	O=C(/C=C/c1ccccc1)NCC1OCCc2ccccc21 (stereo not given)
13	CC(C)N1C(=O)C(=Cc2c(N(C)Cc3ccccc3)nc3ccccn3c2=O)SC1=S
14	COc1ccc(C(O)=Cc2nc3ccccc3oc2=O)cc1
15	COC(=O)c1ccc(C(=O)OC)c(NC(=O)c2c(Cl)cccc2Cl)c1
16	Cc1nc(SCC#N)c(C#N)c(C)c1C
17	O=C(Nc1cccc(C(F)(F)F)c1)c1ccccc1[N+](=O)[O-]
18	O=C(NC(NC(=S)Nc1ccccc1Cl)C(Cl)(Cl)Cl)c1ccccc1F (stereo not given)
19	COC(=O)C1=C(C)NC(C)=C(C(=O)OC)C1c1ccc(-c2cccc(Br)c2)o1
20	CCOC(=O)c1ccc(NC(=O)CC(C)=O)cc1
Screen / compound no.	11	12	13	14	15	16	17	18	19	20
Cy5 interf NS3h	1	1.1	0.97	1.1	1.1	1	0.86	1	0.82	1.1
NS3h inh CB	3	7	20	31	19	9	6	0	21	7

21	COC(=O)c1ccc(-n2c(C)ccc2-c2ccccc2)cc1
22	Cn1nc(-c2ccccc2O)nc1/C=C/c1ccccc1
23	NC(=O)c1nn2c(c1Br)NC(c1ccccc1)CC2C(F)(F)F (stereo not given)
24	O=C(O)c1ccc(Br)c(S(=O)(=O)N(CCO)CCO)c1
25	CCOC(=O)C1=C(C)N=c2s/c(=C\c3cc(OC)ccc3OC)c(=O)n2C1c1cccc(OC)c1 (stereo not given)
26	O=C(/C=C/c1ccc(F)cc1)Nc1ccccc1Cl
27	CCOC(=O)C1=C(C)N=c2s/c(=C\c3cc(OC)ccc3OC)c(=O)n2C1c1ccc(F)cc1 (stereo not given)
28	CCOc1cc(C(=S)N2CCOCC2)cc(Br)c1OC(=O)c1ccc(Cl)cc1Cl
29	O=[N+]([O-])c1cccc(CONc2ncnc3nonc23)c1
30	COc1ccc(S(=O)(=O)N(CC(=O)Nc2ccccc2C(F)(F)F)Cc2ccccc2)cc1OC
Screen / compound no.	21	22	23	24	25	26	27	28	29	30
Cy5 interf NS3h	1	1.1	1.1	1.1	0.99	1	1	1.1	0.84	0.63*
NS3h inh CB	8	-2	-2	-6	14	21	10	0	6	14

31	CN1C(=O)/C(=C\c2cccc(OCCOc3ccc(Br)cc3)c2)SC1=S
32	CCCCCCN1C(=O)C(=O)C(=C(O)c2ccccc2)C1c1ccc(F)cc1 (stereo not given)
33	Cc1ccc(C(=O)NCCC(C)C)cc1[N+](=O)[O-]
34	O=C(O)c1cc(C(=O)O)cc(N2C(=O)c3ccc(Oc4cccc([N+](=O)[O-])c4)cc3C2=O)c1
35	CCc1ccc(N2CC(C(=O)Nc3c(CC)cccc3CC)CC2=O)cc1 (stereo not given)
36	CC(=O)Nc1cccc(NS(=O)(=O)c2ccc([N+](=O)[O-])cc2)c1
37	CCCNS(=O)(=O)c1ccccc1[N+](=O)[O-]
38	CCOC(=O)C1C(=O)CC(O)(c2ccc(Cl)cc2)CC1C=C(Cl)Cl (stereo not given)
39	Cc1sc(NC(=O)c2ccccc2[N+](=O)[O-])nc1-c1ccccc1
40	Cc1cc2nn(-c3ccccc3)nc2cc1NC(=O)/C=C/c1ccccc1
Screen / compound no.	31	32	33	34	35	36	37	38	39	40
Cy5 interf NS3h	0.98	1	0.95	1.1	1.1	0.99	0.92	0.88	0.95	1.1
NS3h inh CB	31	-4	1	3	-2	1	4	7	11	2

41	Cc1cc(=O)oc2cc(OCC(=O)c3ccc(F)cc3)ccc12
42	Clc1ccc(CSc2nc3ncccc3[nH]2)cc1Cl
43	O=C(Nc1ccc2oc(-c3cccc(Cl)c3Cl)nc2c1)c1ccccc1[N+](=O)[O-]
44	CSc1ccc(CN2CCN(Cc3ccc4ccccc4c3)CC2)cc1
45	CCc1ccc(OCC(=O)Nc2ccc3ccccc3c2)cc1
46	COC(=O)CN(c1ccc(C)c(C)c1)S(C)(=O)=O
47	COc1ccc(OCCNc2cc(Cl)ccc2[N+](=O)[O-])cc1
48	O=C(Nc1ccccc1C(=O)Nc1ccc(Br)cc1)c1ccco1
49	COc1cc(NS(=O)(=O)c2ccc(N/C=C\C(=O)c3ccc4ccccc4c3)cc2)nc(OC)n1
50	CC(=O)N(C)c1ccc(NC(=O)COc2ccc(Cl)cc2)cc1
Screen / compound no.	41	42	43	44	45	46	47	48	49	50
Cy5 interf NS3h	1.1	1.2	1.1	0.95	0.97	1.1	1.1	1	1.1	1
NS3h inh CB	8	36	3	-10	16	6	6	15	7	8

51	O=C(CC1S/C(=N/N=C\c2ccco2)NC1=O)Nc1cccc(Cl)c1Cl (stereo not given)
52	COc1ccc(-c2cn3c(n2)SCC3)cc1
53	CCOc1ccccc1NC(=O)c1c(NC(=O)Cc2ccccc2)sc2c1CCCCC2
54	O=C1/C(=C/c2cccc(O)c2)SC(=S)N1c1ccc(Cl)cc1
55	C=CCNC(=O)COc1cccc(C)c1
56	CCOC(=O)CNC(=O)c1ccc(OC)cc1
57	COc1ccc(CC(=O)ONC(=O)c2ccc(Cl)cc2)cc1OC
58	O=C(Nc1nccs1)c1ccc(N2C(=O)CCC2=O)cc1
59	CCCSc1nnc(-c2ccc(Cl)cc2Cl)o1
60	Cc1nc(SCc2ccccc2)c(C#N)c(C)c1C
Screen / compound no.	51	52	53	54	55	56	57	58	59	60
Cy5 interf NS3h	1.1	1.1	1.1	0.99	1	0.71*	1	1	1.1	0.96
NS3h inh CB	-3	5	6	7	3	4	5	3	6	9

61	COc1cccc(C2C(C(=O)Nc3ccccc3)=C(C)N=c3s/c(=C\c4c[nH]c5ccccc45)c(=O)n32)c1 (stereo not given)
62	CCOc1ccc(NC(=O)C(=O)Nc2cccc(C(F)(F)F)c2)cc1
63	Cc1ccc(NC(=O)c2ccc(Oc3ccc([N+](=O)[O-])cc3)cc2)cc1C
64	O=C1c2ccccc2NC(c2ccc(Cl)cc2Cl)N1Cc1ccco1 (stereo not given)
65	CN(C)/C=C1\N=C(c2ccccc2)OC1=O
66	CC12CC3CC(C)(C1)CC(CNC(=O)COc1ccccc1)(C3)C2
67	COc1cc(-c2noc(-c3ccccc3Cl)n2)cc(OC)c1OC
68	CC(O)CNC(=O)C(=O)Nc1ccc(N(C)C)cc1 (stereo not given)
69	CCOC(=O)c1ccccc1NC(=O)CN(c1cc(OC)ccc1OC)S(C)(=O)=O
70	Cc1cc(C)c(NC(=O)C(C)SCC(=O)Nc2ccc3ccccc3c2)c(C)c1 (stereo not given)
Screen / compound no.	61	62	63	64	65	66	67	68	69	70
Cy5 interf NS3h	1	0.98	0.95	0.91	0.98	0.7*	1	0.98	1.1	1
NS3h inh CB	5	-4	5	-1	3	18	13	3	-4	18

71	c1ccc(OCc2nc(-c3cccnc3)no2)cc1
72	O=C(CSc1ccc(Cl)cc1Cl)Nc1cccc([N+](=O)[O-])c1
73	CCc1ccc(OCC(=O)Nc2ccc(O)c(-c3nc4cc(C)ccc4o3)c2)cc1
74	CC(=O)c1cccc(NC(=O)c2ccc(N(Cc3ccc(Cl)cc3)S(C)(=O)=O)cc2)c1
75	COc1cc(NC(=O)c2ccc(-c3cccc([N+](=O)[O-])c3)o2)ccc1NC(=O)c1ccco1
76	O=C(c1cc2ccccc2o1)N1CCN(c2ccc([N+](=O)[O-])cc2)CC1
77	O=c1c2c(nc3cc(-c4cccs4)[nH]n13)CCS2
78	CCn1c(O)c(C=C2C=Nc3ccccc32)sc1=S
79	Cc1ccc(C(C)(C)C)cc1C(=O)c1ccc([N+](=O)[O-])cc1
80	CCOC(=O)CNC(=O)c1cc(OCC)c(OCC)c(OCC)c1
Screen / compound no.	71	72	73	74	75	76	77	78	79	80
Cy5 interf NS3h	1	0.9	1.1	0.63*	0.95	1	1.1	0.94	0.94	1
NS3h inh CB	5	13	-21	16	4	21	60*	5	-7	4

81	COCCNC(=O)CN(c1cc(OC)ccc1OC)S(C)(=O)=O
82	O=C(COc1ccccc1)Nc1cc(-c2ccc(F)cc2)[nH]n1
83	O=C1/C(=C/c2ccc(F)cc2)SC(=S)N1C1CCS(=O)(=O)C1 (stereo not given)
84	Cc1ccc(NC(=O)/C=C/c2cccc(C(F)(F)F)c2)cc1
85	O=C(NC(=S)Nc1ccc(-c2nc3ncccc3o2)cc1)c1ccco1
86	COc1ccc(Oc2coc3cc(O)ccc3c2=O)cc1
87	NCCCCNc1ccccc1[N+](=O)[O-]
88	CCOC(=O)Nc1ccc2c(c1)N(C(=O)N1CCOCC1)c1ccccc1CC2
89	Cc1ccc(N2C(=O)NC(=O)/C(=C\c3cc(C)n(C)c3C)C2=O)cc1
90	CCc1nn2c(N)c(C=C3C=C(Br)C=CC3=O)c(=O)nc2s1
91	CCOc1ccc(NC(=O)c2ccc(N3C(=O)c4cccnc4C3=O)cc2)cc1
92	CCOc1cc(OCC)cc(C(=O)Nc2cc(C(=O)OC)cc(C(=O)OC)c2)c1
Screen / compound no.	81	82	83	84	85	86	87	88	89	90	91	92
Cy5 interf NS3h	1	1.1	1	1.1	1.1	0.97	1.1	0.97	1.1	1.1	0.91	1
NS3h inh CB	7	19	11	13	-1	-4	-1	7	0	9	-24	9

# Of the compounds above, eleven have four or more nitrogen atoms.
4	Cc1ccc(N2C(=O)CC(N3CCN(c4ccccn4)CC3)C2=O)cc1 (stereo not given)
11	CCCOC(=O)Nc1ccc(S(=O)(=O)Nc2ncccn2)cc1
13	CC(C)N1C(=O)C(=Cc2c(N(C)Cc3ccccc3)nc3ccccn3c2=O)SC1=S
23	NC(=O)c1nn2c(c1Br)NC(c1ccccc1)CC2C(F)(F)F (stereo not given)
29	O=[N+]([O-])c1cccc(CONc2ncnc3nonc23)c1
40	Cc1cc2nn(-c3ccccc3)nc2cc1NC(=O)/C=C/c1ccccc1
49	COc1cc(NS(=O)(=O)c2ccc(N/C=C\C(=O)c3ccc4ccccc4c3)cc2)nc(OC)n1
51	O=C(CC1S/C(=N/N=C\c2ccco2)NC1=O)Nc1cccc(Cl)c1Cl (stereo not given)
61	COc1cccc(C2C(C(=O)Nc3ccccc3)=C(C)N=c3s/c(=C\c4c[nH]c5ccccc45)c(=O)n32)c1 (stereo not given)
85	O=C(NC(=S)Nc1ccc(-c2nc3ncccc3o2)cc1)c1ccco1
90	CCc1nn2c(N)c(C=C3C=C(Br)C=CC3=O)c(=O)nc2s1
Screen / compound no.	4	11	13	23	29	40	49	51	61	85	90
Cy5 interf NS3h	1	1	0.97	1.1	0.84	1.1	1.1	1.1	1	1.1	1.1
NS3h inh CB	4	3	20	-2	6	2	7	-3	5	-1	9
